# Screening data as filed in PubChem BioAssay.
# UGM FP inh = M. tuberculosis UGM enzyme inhibitors, primary screen, biochemical, fluorescence polarization, single point. UDP-galactopyranose mutase (Mycobacterium tuberculosis (strain ATCC 25618 / H37Rv)), …. purified UGM, fluorescence polarization probe displacement. inhibition, % at 10 µM. 320,000 compounds, 0.06% hits. AID 504406, 2011; in the data active = inhibition above about 10%, passing the limit was not always enough; inconclusive = no clear call, values can overlap the other calls
# MazEF act = activators of E. coli MazEF toxin-antitoxin RNase, primary screen, biochemical, fluorescence, uHTS | 350,000 compounds, 0.32% hits | FAM/BHQ RNA-DNA oligo cleavage fluorescence, 5 h | AID 504720, 2011 | activation, % at 20 µM; in the data active = activation above about 50%
# Target sequence (P0AE70 whole entry, looked up): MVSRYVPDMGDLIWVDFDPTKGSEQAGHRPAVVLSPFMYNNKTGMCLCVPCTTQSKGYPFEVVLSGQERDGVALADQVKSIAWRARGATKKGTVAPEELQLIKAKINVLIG
# Mtb FBA inh = Mtb FBA enzyme inhibitors, primary screen, biochemical, fluorescence, strain H37Rv; inhibition, % at 1 µM; purified M. tuberculosis FBA, fluorescence read-out; 360,000 compounds, 2.3% hits; Fructose-bisphosphate aldolase (Mycobacterium tuberculosis (strain ATCC 25618 / H37Rv)), …; in the data active = inhibition above about 27%;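 note: 0% = vehicle and 100% = reference inhibitor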
# Target sequence (P9WQA3 whole entry, looked up): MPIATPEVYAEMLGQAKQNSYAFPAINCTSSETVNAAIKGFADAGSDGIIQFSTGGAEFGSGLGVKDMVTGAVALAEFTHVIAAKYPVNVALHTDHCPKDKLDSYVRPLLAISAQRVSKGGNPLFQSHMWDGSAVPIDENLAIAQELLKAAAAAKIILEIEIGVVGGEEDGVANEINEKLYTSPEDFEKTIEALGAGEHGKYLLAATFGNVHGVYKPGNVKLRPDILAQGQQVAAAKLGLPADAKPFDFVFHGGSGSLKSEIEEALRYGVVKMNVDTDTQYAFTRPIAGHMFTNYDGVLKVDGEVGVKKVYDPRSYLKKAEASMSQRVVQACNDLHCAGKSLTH
# VHR inh abs = VHR1 phosphatase inhibitors, primary screen, biochemical, absorbance, uHTS. AID 1654, 2009. 290,000 compounds, 0.52% hits. recombinant VHR phosphatase, pNPP absorbance. inhibition, % at 13.3 µM. Dual specificity protein phosphatase 3 (Homo sapiens), P51452; in the data active = inhibition above about 50%; note: some compounds called inactive have numbers as strong as hits
# Target sequence (P51452 whole entry, looked up): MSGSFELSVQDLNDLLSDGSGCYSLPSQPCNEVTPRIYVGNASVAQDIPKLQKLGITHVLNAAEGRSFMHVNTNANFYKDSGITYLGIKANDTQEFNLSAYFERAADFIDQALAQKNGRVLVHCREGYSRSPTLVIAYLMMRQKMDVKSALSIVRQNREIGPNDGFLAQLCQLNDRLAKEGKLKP
# Rv3671c inh = Rv3671c serine protease inhibitors, primary screen, biochemical, fluorescence polarization, M. tuberculosis H37Rv; P9WHR9; inhibition, % at 5.96 µM; 320,000 compounds, 0.048% hits; AID 2606, 2010; in the data active = inhibition above about 38%;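 note: extracellular domain of Rv3671c used as enzyme; 0% = enzyme with DMSO and 100% = no enzyme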
# Target sequence (P9WHR9 whole entry, looked up, the tested form may be a part): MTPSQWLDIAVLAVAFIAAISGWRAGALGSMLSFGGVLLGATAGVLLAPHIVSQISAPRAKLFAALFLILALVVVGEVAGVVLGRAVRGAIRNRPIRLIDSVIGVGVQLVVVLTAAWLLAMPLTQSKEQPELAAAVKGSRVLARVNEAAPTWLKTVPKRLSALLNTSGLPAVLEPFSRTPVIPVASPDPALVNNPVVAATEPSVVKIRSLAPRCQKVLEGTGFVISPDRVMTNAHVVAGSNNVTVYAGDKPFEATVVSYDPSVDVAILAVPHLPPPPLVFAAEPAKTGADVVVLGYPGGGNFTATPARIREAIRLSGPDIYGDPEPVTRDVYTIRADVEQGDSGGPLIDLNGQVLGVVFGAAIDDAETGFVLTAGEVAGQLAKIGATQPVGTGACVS
# CCHFV vOTU inh = CCHFV vOTU protease inhibitors, primary screen, biochemical, Pep-AMC substrate, fluorescence. inhibition, % at 11.5 µM. 370,000 compounds, 0.55% hits; note: 0% = vehicle wells with enzyme and 100% = no enzyme wells
# FadD28 binding = inhibitors of FadD28 bisubstrate probe binding, primary screen, biochemical, fluorescence polarization, single point; AID 588549, 2011; inhibition, % at 12.5 µM; 360,000 compounds, 0.22% hits; Mycobacterium tuberculosis FadD28 fatty-acid-AMP ligase; in the data active = inhibition above about 8.5%, passing the limit was not always enough; inconclusive = no clear call, values can overlap the other calls
# BioA inh = M. tuberculosis BioA enzyme inhibitors, primary screen, biochemical, plate reader, single point, HTS. inhibition, % at 9.99 µM. 360,000 compounds, 0.096% hits. 7,8-diaminopelargonic acid synthase BioA (Mycobacterium tuberculosis). AID 602481, 2012. purified M. tuberculosis BioA enzyme; in the data active = inhibition above about 40%; inconclusive = no clear call, values can overlap the other calls
# BoNT-F LC inh = BoNT/F light chain protease inhibitors, primary screen, biochemical, flow cytometry, MLPCN library; Multiplex microsphere protease cleavage assay; inhibition, % at 10 µM; 360,000 compounds, 0.22% hits; Botulinum neurotoxin type F light chain protease (Clostridium botulinum); in the data active = inhibition above about 35%, passing the limit was not always enough; inconclusive = no clear call, values can overlap the other calls; note: plate controls were buffer without enzyme for full effect and enzyme alone for no effect
# GDH-TPI inh = GDH-TPI coupling enzyme inhibitors, primary screen, artefact control for M. tuberculosis FBA inhibitor project, biochemical, absorbance, full deck; GDH-TPI coupled enzyme counterscreen, NADH absorbance; inhibition, % at 4.8 µM; 360,000 compounds, 1.2% hits; AID 588335, 2011;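 note: 0% = DMSO wells and 100% = wells lacking the enzyme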
# Numbers without * were called inactive; ? = inconclusive; / = not tested or not shown. Cut-off read from the data, not from the text of the source, unless noted: active = inhibition above about 30%; inactive = the rest.
SMILES,UGM FP inh,MazEF act,Mtb FBA inh,VHR inh abs,Rv3671c inh,CCHFV vOTU inh,FadD28 binding,BioA inh,BoNT-F LC inh,GDH-TPI inh
CCc1noc(C)c1C(=O)NNC(=O)c1nn(CC)c(=O)c2ccccc12,1.1,-2,10,/,-1,-5,-3.7,/,?,1
Cc1ccc(C)c(NC(=O)COC(=O)c2nn(C)c(=O)c3ccccc23)c1,-0.1,1,1,/,12,7,-0.4,-0.1,/,5
c1ccc(-c2cccc(-c3ccccn3)n2)nc1,-0.9,9,1,29,-5,/,-3.1,-6.9,30,1
N#Cc1c(F)cccc1NCc1cccs1,-2.3,3,6,27,3,11,-2.7,-0.4,?,11
C/C(CC(=O)Nc1cc(C)ccn1)=N\NC(=O)c1cccc(F)c1,0.4,5,5,52*,-5,10,-0.3,2.7,-8,12
COCC(C)n1c(C)cc(C(=O)CSc2nnnn2-c2ccc(O)cc2)c1C (stereo not drawn),-0.5,9,-5,7,11,4,-3.7,1.0,4,-7
Brc1ccc(CN2CCCCCC2)cc1,-1.8,10,2,/,1,-1,-1.6,/,?,7
O=C(Nc1ccc(F)cc1)C1CCC(N2C(=O)c3ccccc3C2=O)CC1 (stereo not drawn),0.0,2,-2,-2,9,1,-3.3,-0.8,10,5
O=C(COC(=O)CCC(=O)c1ccc(F)cc1)NC1CCCCC1,0.7,2,-2,/,-3,-4,-0.4,/,-5,2
CCOC(=O)C1=C(C)SC2=NS(=O)(=O)CCN21,1.1,-1,-3,-3,-5,-9,6.1,1.1,8,-4
COc1ccccc1C(=O)NCCOc1ccc(C(C)(C)C)cc1,0.3,1,-3,16,1,27,0.7,2.9,?,18
Cc1ccc(Cl)cc1NC(=O)COC(=O)CC1CCCCC1,4.1,11,4,/,0,3,-2.0,0.0,/,-6
COCCNc1nc(-c2ccccc2)nc2ccccc12,-2.7,7,4,-5,4,1,-3.1,/,2,-1
CCOC(=O)C1C(c2ccccc2)C(C(=O)OCC)C1c1ccccc1 (stereo not drawn),2.0,2,-4,22,3,0,-4.3,-0.6,-7,3
CNc1ncc(C(=O)C(C)(C)C)s1,-1.0,-1,0,0,7,15,1.1,0.1,-1,19
COC(=O)Cc1ccc(NC(=S)NCCO)cc1,0.4,-2,-2,8,2,-5,-3.0,/,?,-8
COc1cccc(CNc2nc3cc(-c4ccccc4C)sc3c(=O)n2C)c1OC,/,/,-3,/,/,9,-3.1,0.3,2,2
CC(C)Oc1ccc(CN2CCC(n3nccc3NC(=O)c3cccnc3)CC2)cc1,-0.4,8,0,9,2,11,-1.0,-1.5,0,-4
CCn1ccc(C(=O)Nc2ccc(S(=O)(=O)Nc3ccccc3OC)cc2)n1,2.6,-6,/,-17,-7,3,/,/,/,/
O=C(Nc1ccc2c(c1)CCC2)c1cccc(OC(F)F)c1,0.5,1,-4,/,-8,-1,-3.0,0.5,/,-19
CN1CCN(S(=O)(=O)NC[C@H]2O[C@@H](n3cnc4c(N)ncnc43)[C@H](O)[C@@H]2O)CC1,/,0,6,/,/,-2,-0.6,-1.1,4,0
CCOc1ncccc1C(=O)Nc1cc(S(=O)(=O)N2CCOCC2)ccc1OCC(F)(F)F,-0.2,-3,1,/,-6,55*,-1.5,-1.4,-4,5
CC(C)(C)c1cc(C(=O)Nc2ccccc2)ccn1,2.2,-6,-2,14,0,-9,-2.9,/,-9,-2
CCOC(=O)C1CCCCN1C(=O)/C(=C/c1ccc(OC)cc1)c1ccc(OC)c(OC)c1 (stereo not drawn),-6.0,4,-3,/,11,5,-3.2,0.4,-11,3
COCCNC(=O)c1ccccc1-c1nc(-c2ccccc2Cl)no1,-1.8,6,0,8,4,-6,-3.2,1.6,20,2
CN(C(=O)C1CCOC1)c1nnc(-c2cccnc2)s1 (stereo not drawn),-1.0,-8,-7,-1,7,5,-1.2,8.4,7,7
CC(=O)c1ccc(NC(=O)c2ccc3c(Cl)c4c(nc3c2)CCCC4)cc1,-1.3,61*,1,13,4,3,-1.4,/,-13,4
CCOc1ccc(/C=C2\SC(=S)N(NS(=O)(=O)c3ccc(C)cc3)C2=O)cc1OC,-0.4,1,-8,-2,9,27,0.7,1.3,-5,22
COC(=O)C1C(=O)C2=C(CC1C)Nc1ccccc1NC2c1cccs1 (stereo not drawn),-2.5,2,-3,4,2,5,-2.9,/,-1,14
Cc1ccccc1CSc1nnc(C)c(=O)[nH]1,1.3,6,-4,28,-2,2,-3.5,0.3,-8,6
Cc1ccnc(NC(=O)Nc2ccc3c(c2)OCO3)c1,0.4,7,1,-3,5,7,-1.4,/,-13,4
Cc1cc(N=NC(=O)c2ccccc2O)c2ccccc2c1O,-0.6,3,-10,27,0,6,-0.4,/,4,12
CC(C)(C)NC(=O)COC(=O)c1ccc(NC(=O)CC#N)cc1,-0.1,-9,1,6,0,14,-3.5,/,3,-2
O=c1c2ccccc2nc(/C=C/c2ccc(Br)cc2)n1CCCO,-0.8,6,0,-3,1,9,-3.3,1.3,?,22
COC[C@@H]1CCCN1[C@@H]1CS(=O)(=O)N[C@H]1COCc1ccccc1,/,/,-2,/,/,-1,-1.1,-0.3,-24,/
O=C(CCNS(=O)(=O)c1ccccc1F)NC1CCCCCC1,-1.2,12,3,/,-9,-5,/,0.5,-3,10
COc1cc(CN(C)Cc2cc(=O)oc3cc(C)c(Cl)cc23)ccc1OC(F)F,5.1,1,-2,-24,-7,25,-5.9,-2.1,-10,16
Cc1ccc(C)c(OCC(=O)Nc2cccc(S(=O)(=O)NC3=NCCCCC3)c2)c1,3.8,-1,4,-11,-6,-2,-2.1,0.2,1,10
COc1ccc(S(=O)(=O)N2CCC3(CC2)CC(=O)c2ccccc2O3)cc1,9.4,4,-1,/,-2,-2,-3.3,1.5,-2,16
Cn1nnnc1SCC(=O)NNC(=O)c1ccc(Br)cc1,-1.5,-23,3,26,-1,-1,-0.8,/,2,5
COc1ncnc2c1ncn2CCCNC1CCN(Cc2ccccc2)CC1,/,-2,-1,/,/,17,1.1,-4.3,-1,5
Nc1ccccc1C(=O)NNC(=O)C(=O)/C=C(\O)c1ccccc1,1.1,-2,3,24,7,-2,-6.5,-1.5,?,24
O=C(CCCN1C(=O)C2CC=CCC2C1=O)Nc1ccccc1Cl (stereo not drawn),-0.9,-7,-2,7,-15,9,-5.5,-1.5,3,-3
O=C(NCc1ccccc1)c1cc(=O)nc2sc(-c3ccccc3)nn12,/,4,7,22,/,-4,-2.3,-1.2,0,4
C=CCn1c(SCCC)nc2sc3c(c2c1=O)CCc1ccccc1-3,-1.5,-10,-3,3,-3,-8,-0.1,-1.2,-2,7
CC(OC(=O)Cn1cnc2c1c(=O)n(C)c(=O)n2C)C(=O)NC1(C#N)CCCCC1 (stereo not drawn),/,-5,-1,/,/,2,-2.8,-0.3,3,3
Nc1nnc(SCC(=O)NNC(=O)c2ccccc2)s1,/,-2,-1,/,/,-4,-1.8,/,-5,4
CCc1cc(-c2nc(N)ncc2-c2csc(C)n2)c(O)cc1OC,-0.9,4,-3,22,-7,-1,-4.3,/,-4,19
Cc1ccc(NC(=O)c2ccccc2NS(=O)(=O)c2ccc(Cl)s2)cc1,/,2,0,-4,-1,4,1.3,2.6,4,2
CCC(C)Nc1nc(N)c([N+](=O)[O-])c(Nc2ccccc2OC)n1 (stereo not drawn),2.0,8,2,25,-9,9,-2.4,-1.5,/,39*
O=C(N/N=C/c1ccc2nccnc2c1)c1cccc([N+](=O)[O-])c1,0.7,10,0,10,-1,-3,-0.1,/,7,15
COc1ccc(C)cc1S(=O)(=O)N1CC(C)OC(C)C1 (stereo not drawn),1.0,-1,3,8,3,-10,0.4,-3.3,2,3
CCN(CC)C1CCN(C(=O)CCc2nnc(CCc3ccccc3)o2)C1 (stereo not drawn),0.4,3,4,26,4,-6,-0.3,-0.5,-5,16
CCCCn1c(SCC(=O)N2CCOCC2)nc2c1c(=O)n(C)c(=O)n2C,-1.0,5,1,2,-4,1,/,-0.4,8,2
Cc1cccc2sc(N(CCN(C)C)C(=O)c3cc(Cl)sc3Cl)nc12,0.6,-3,-1,-1,9,-1,-3.7,-0.3,6,16
C[C@H](O)[C@@H]1CN2CCc3c([nH]c4ccccc34)[C@@H]2C[C@@H]1N(C)C(=O)Nc1cc(Cl)cc(Cl)c1,/,7,1,/,/,6,-2.4,-1.8,-3,10
C[C@H]1CCC(=O)N([C@H](CSc2ccc(Br)cc2)Cc2ccccc2)CC1,1.1,0,0,/,0,1,-2.8,0.6,-2,3
CCCCN(C(=O)CNC(=O)c1ccco1)C(C(=O)NC1CCCC1)c1ccc(OC)cc1 (stereo not drawn),1.1,1,-4,15,-11,7,-2.4,-0.7,-26,8
NC(=O)C1=CN(Cc2ccc(Cl)cc2)CCC1C(F)(F)F (stereo not drawn),-0.7,0,4,5,3,-7,3.7,1.2,?,17
CC(Sc1nncn1C)C(=O)Nc1nnc(C(C)C)s1 (stereo not drawn),2.3,8,0,6,-1,9,1.7,-2.2,-10,8

# Other results follow:
SMILES,UGM FP inh,MazEF act,Mtb FBA inh,VHR inh abs,Rv3671c inh,CCHFV vOTU inh,FadD28 binding,BioA inh,BoNT-F LC inh,GDH-TPI inh
COc1ccccc1-c1cnc(C(O)c2ccc(Cl)c(F)c2)[nH]1 (stereo not drawn),/,/,-2,/,/,-9,-4.0,0.9,-2,6
COc1c(C)cccc1C(=O)NCCCNC(=O)c1ccc(C)nc1,1.4,6,4,3,1,-12,-0.5,/,1,-4
CCOP(=O)(OCC)/C(C#N)=C(\O)c1ccc(OC)cc1,-0.3,6,7,-8,1,-9,-1.7,-0.7,-1,2
CC1(C(=O)NS(=O)(=O)c2ccccc2C(F)(F)F)CCN1C(=O)CCc1ccccc1 (stereo not drawn),/,/,-2,/,/,-1,-4.6,-1.0,3,13
O=C1N(Cc2cccc(Cl)c2)C[C@@H]2C[C@@H](c3c[nH]c4ccccc34)N3CCC[C@@]123,-1.3,-32,-1,8,-112,16,-4.1,-0.9,-62,9
O=c1oc2ccccc2c(O)c1/C=N/c1ncccn1,-1.7,0,1,6,3,18,-1.8,1.1,-5,10
CSc1ccc(CN2CCC(n3nccc3NC(=O)c3ccccc3C)CC2)cc1,-0.2,3,-3,-15,0,2,-2.6,0.5,-8,-8

# Record cards (already shown). Screens in order: UGM FP inh, MazEF act, Mtb FBA inh, VHR inh abs, Rv3671c inh, CCHFV vOTU inh, FadD28 binding, BioA inh, BoNT-F LC inh, GDH-TPI inh
# O=C1N(Cc2cccc(Cl)c2)C[C@@H]2C[C@@H](c3c[nH]c4ccccc34)N3CCC[C@@]123 is entered as -1.3, -32, -1, 8, -112, 16, -4.1, -0.9, -62, 9
# O=c1oc2ccccc2c(O)c1/C=N/c1ncccn1 is entered as -1.7, 0, 1, 6, 3, 18, -1.8, 1.1, -5, 10
# COc1ccccc1-c1cnc(C(O)c2ccc(Cl)c(F)c2)[nH]1 (stereo not drawn) is entered as /, /, -2, /, /, -9, -4.0, 0.9, -2, 6
# CC1(C(=O)NS(=O)(=O)c2ccccc2C(F)(F)F)CCN1C(=O)CCc1ccccc1 (stereo not drawn) is entered as /, /, -2, /, /, -1, -4.6, -1.0, 3, 13
# CCOP(=O)(OCC)/C(C#N)=C(\O)c1ccc(OC)cc1 is entered as -0.3, 6, 7, -8, 1, -9, -1.7, -0.7, -1, 2
